# Cdc42 wt = modulators (inhibitors or activators) of GTP binding to human Cdc42 wildtype | GST-Cdc42 beads, Bodipy-GTP binding, flow cytometry; actives lie on both sides | percent activity (GTP binding), % at 10 µM | actives 0.2% (n = 190,000) | AID 761;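 active = percent activity GTP binding at least 20 points away from the 100% baseline, either down as inhibitor or up as activator; inconclusive = compound flagged as likely green fluorescent from well-wide comparison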;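 also: median bead fluorescence of bound Bodipy-FL-GTP at 100 nM; 0% = excess unlabeled GTP control and 100% = no compound control; below 100% means less GTP binding so inhibitor and above means activator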
# Target sequence (P60953 whole entry, looked up): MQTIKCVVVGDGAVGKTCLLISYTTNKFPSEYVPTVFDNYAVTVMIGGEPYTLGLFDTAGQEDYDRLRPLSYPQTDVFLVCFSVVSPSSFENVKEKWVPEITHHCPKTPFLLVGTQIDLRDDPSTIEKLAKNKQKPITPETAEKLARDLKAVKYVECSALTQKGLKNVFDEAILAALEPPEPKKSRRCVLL
# GSH bead fluor = compound fluoresces at 488/530 nm on GSH beads | GSH beads flow cytometry, compound fluorescence 488/530 nm; stronger effect = higher value | fluorescence (KMESF) at 10 µM | actives 0.25% (n = 190,000) | AID 1776; in the data active = fluorescence above about 89;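 also: glutathione beads carrying GST-tagged Bcl family fusion proteins plus one bare bead set; values are compound well signal with DMSO vehicle wells as background; inactives centre near 16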
# Rac1 act GTP bind = modulators of GTP binding to human Rac1 activated mutant; P63000; GST-Rac1 activated beads, fluorescent GTP binding, flow cytometry; actives lie on both sides; 100% means binding = to untreated wells; percent activity (GTP binding), % at 10 µM; actives 0.11% (n = 190,000); AID 764;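 active = GTP binding at least 20 percentage points away from the 100% baseline, in either direction, so actives lie on both sides; inconclusive = Compound likely fluorescent itself, or too few beads counted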
# Mcl1-Bid inh = Mcl-1/Bid interaction inhibition; Q07820; TR-FRET Mcl-1/Bid-Dy647 peptide binding, 1536-well; inhibition, % at 21.7 µM; actives 0.97% (n = 220,000); AID 1021;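 active = compounds that cut the binding signal by more than half at the single screening dose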;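 also: His-tagged Mcl-1 with europium anti-His antibody binding Bid BH3 peptide; 0% = Mcl-1 plus peptide wells and 100% = peptide-only wells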
# Target sequence (Q07820 whole entry, looked up): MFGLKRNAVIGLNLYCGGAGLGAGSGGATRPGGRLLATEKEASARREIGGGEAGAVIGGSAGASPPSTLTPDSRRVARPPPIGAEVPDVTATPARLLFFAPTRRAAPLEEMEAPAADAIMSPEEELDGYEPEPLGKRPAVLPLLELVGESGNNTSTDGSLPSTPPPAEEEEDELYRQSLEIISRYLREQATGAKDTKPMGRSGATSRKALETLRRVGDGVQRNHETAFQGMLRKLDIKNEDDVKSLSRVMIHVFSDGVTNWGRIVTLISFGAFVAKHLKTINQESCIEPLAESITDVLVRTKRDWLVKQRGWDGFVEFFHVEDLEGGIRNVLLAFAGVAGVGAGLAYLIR
# HRas wt GTP bind = changes GTP binding to wildtype human HRas; actives 0.14% (n = 190,000); P01112; AID 759; GTP binding activity, % at 10 µM; GST-Ras wt beads, Bodipy-FL-GTP binding, flow cytometry; actives lie on both sides;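 active = GTP binding activity at least 20% away from the 100% baseline, either lowered as inhibitor or raised as activator; inconclusive = flagged as likely green fluorescent, judged across all proteins in the well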;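 also: 0% = unlabeled GTP competition control and 100% = no-compound control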
# Target sequence (P01112 whole entry, looked up): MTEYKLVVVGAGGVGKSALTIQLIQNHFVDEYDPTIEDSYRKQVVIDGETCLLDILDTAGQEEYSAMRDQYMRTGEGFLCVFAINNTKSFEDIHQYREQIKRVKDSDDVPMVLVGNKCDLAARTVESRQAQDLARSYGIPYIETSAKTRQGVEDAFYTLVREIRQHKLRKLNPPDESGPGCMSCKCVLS
# Rab2A wt mod = changes GTP binding to wildtype dog Rab2A, up or down; P61105; GST-Rab2 wt beads, Bodipy-GTP binding, flow cytometry; GTP binding activity, % at 10 µM; actives 0.19% (n = 190,000); AID 760;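 active = GTP binding activity at least 20 points away from 100%, either lowered or raised; inconclusive = signal likely due to the compound's own green fluorescence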;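 also: 0% = beads with excess unlabeled GTP and 100% = no-compound control corrected for plate trend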
# Rab7 wt modul = modulators of GTP binding to dog Rab7 wildtype GTPase; GST-Rab7 beads, fluorescent GTP binding, flow cytometry; actives lie on both sides; untreated = 100%, excess cold GTP = 0%; GTP binding activity (percent of control), % at 10 µM; actives 0.055% (n = 190,000); AID 758;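 active = fluorescent GTP binding to Rab7 beads changed by at least 20 points from the 100% baseline, either direction, mostly lower; inconclusive = compound itself probably fluorescent, or too few beads counted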;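 also: median green fluorescence of bound Bodipy-FL-GTP per Rab7 bead population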
# Mcl1 Noxa PPI = Mcl-1/Noxa interaction inhibition; actives 1.5% (n = 220,000); TR-FRET Mcl-1/Noxa peptide binding, 2 h; Q07820; AID 1022; inhibition, % at 21.7 µM;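 active = compounds that cut the protein-peptide binding signal by more than 50% relative to plate controls in a single-dose test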;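 also: His-tagged Mcl-1 with rhodamine Noxa BH3 peptide and terbium anti-His antibody; 0% = Mcl-1 plus Noxa peptide wells and 100% = peptide-only wells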
# Rac1 wt modul = human Rac1 wildtype GTP binding, inhibitors and activators; P63000; GST-Rac1 beads, fluorescent GTP binding, flow cytometry; actives lie on both sides; 0 = cold GTP competed, 100 = untreated; GTP binding activity (% of control), % at 10 µM; actives 0.27% (n = 190,000); AID 757;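 active = GTP binding activity at least 20 points away from the 100% control level, either lower or higher; inconclusive = compound flagged as likely green fluorescent, judged across all proteins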
# Pf gametocyte = kills late stage P. falciparum gametocytes. actives 0.065% (n = 150,000). inhibition, % at 10.9 µM. AID 743093. P. falciparum stage V gametocytes, ATP luminescence, 24 h;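 active = inhibition above the mean plus 3 SD of compounds within the control limits, set per campaign, cut at about 38% in these data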;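 also: 0% = DMSO wells and 100% = medium only without gametocytes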
# Avidin fluor = compound fluoresces at 488/530 nm on avidin beads. compound fluorescence 488/530 nm, flow cytometry; stronger effect = higher value. fluorescence (KMESF) at 10 µM. actives 0.38% (n = 220,000). AID 1775; in the data active = fluorescence above about 47; also: inactives centre near 10
# The depositor's hits bear a star; ? = inconclusive; nt = no result given. Rows are unselected; overall some 3% were active at least once.
molecule	Rac1 act GTP bind	Mcl1 Noxa PPI	Rac1 wt modul	Mcl1-Bid inh	Pf gametocyte	Rab2A wt mod	Cdc42 wt	GSH bead fluor	HRas wt GTP bind	Rab7 wt modul	Avidin fluor
COc1cccc(C(=O)Nc2ccc3c(c2)C(=O)N(CCC(=O)O)C3=O)c1	97	14	98	-3	nt	96	98	8	98	98	10
CCOc1ccc(N(CC(=O)NCC2CCCO2)S(=O)(=O)c2ccc(Cl)cc2)cc1 (stereo not given)	95	-1	103	-19	2	97	97	43	100	98	13
CC(=O)Nc1ccc(S(=O)(=O)NCc2ccncc2)cc1	97	20	102	6	-15	98	98	52	98	99	6
Cc1ccc(NC(=O)N2CCC(c3ccccc3)C2)cc1C (stereo not given)	97	6	100	-12	-30	99	96	16	98	97	5
NNC(=O)CCn1c2ccccc2c2ccccc21	93	-4	95	-21	-29	96	94	24	93	95	11
CCOC(=O)c1cc(C#N)c(N)nc1C	99	11	103	6	-4	99	101	44	100	100	36
Cc1c(C#N)c2ccccc2n1CC(=O)O	99	1	99	-12	nt	98	100	16	101	97	22
CCCn1nnc2ccccc2c1=O	104	-9	111	-26	-22	102	109	14	106	103	15
CC1CCN(S(=O)(=O)c2cccc(S(=O)(=O)N3CCOCC3)c2)CC1	94	-4	98	-25	11	94	99	42	97	93	10
CC(=O)NC(CCS(C)(=O)=O)C(=O)Nc1cc(Cl)ccc1Cl (stereo not given)	101	-4	107	-18	nt	102	100	18	101	102	6
O=c1cc(-c2ccccc2)[nH]c2[nH]n(-c3ccccc3)c(=O)c12	98	25	107	-5	-22	101	100	16	102	102	9
Cc1ccc(S(=O)(=O)/N=C(\N)c2ccc(F)cc2)cc1	98	4	100	-29	16	95	98	11	96	96	10
CCOc1ccccc1/C=N/NC(=O)c1cccc(Cl)c1	98	-1	103	-2	1	99	99	10	98	98	3
CCNc1sc(C(=O)OCC)c(N)c1C#N	97	-3	104	-38	-15	100	97	14	102	110	23
Nc1ccc(Br)cc1C(=O)O	101	20	102	-2	5	101	101	5	100	101	1
O=C(NCc1ccco1)C(c1ccccc1)N(Cc1ccccc1)C(=O)Cn1nnc2ccccc21 (stereo not given)	97	13	102	-9	nt	100	98	32	98	104	4
CCOc1ccc(C2C(C#N)=C(N)Oc3cc(C)n(CCN4CCOCC4)c(=O)c32)cc1OCC (stereo not given)	94	5	95	-24	nt	96	98	20	99	98	28
CN(C)c1nc2c(c(=O)n(C)c(=O)n2C)n1Cc1ccccc1	101	5	107	-18	4	100	108	26	101	104	39
CCOc1ccc(Nc2nc(Cl)nc(N3CCN(c4ccc(OC)cc4)CC3)n2)cc1	99	13	103	-6	-2	102	102	9	99	100	4
c1cnc2ccc(C(c3nnnn3C3CCCCC3)N3CCCCC3)cc2c1 (stereo not given)	98	-20	106	-2	nt	101	97	38	99	101	4
O=C(Oc1cccc(C(=S)N2CCCCC2)c1)c1ccccc1	93	20	100	-22	8	103	101	26	101	110	9
CCc1nc(SCC(=O)Nc2cc(C)on2)n[nH]1	96	8	98	-3	27	97	98	38	97	99	9
O=C(c1ccco1)N(Cc1cc2ccccc2[nH]c1=O)CC1CCCO1 (stereo not given)	100	11	104	-4	nt	105	102	34	102	98	17
Cc1ccc2[nH]c(=O)cc(C(=O)OCC(=O)c3ccc(F)cc3)c2c1	90	6	85	2	14	89	86	64	90	96	7
CC(=O)OC[C@H]1O[C@@H](O/N=C(\C)CCN2CCCCc3nc(C)c(C)cc32)[C@H](OC(C)=O)[C@@H](OC(C)=O)[C@@H]1OC(C)=O	102	5	103	-17	nt	100	104	18	100	97	13
CCCCCC(=O)NC(=S)Nc1ccccc1C(=O)OC	92	-5	91	-25	nt	92	92	18	93	95	29
Cc1cc(=O)n2nc(N3CCCC(C(=O)N4CCN(c5ccccc5)CC4)C3)sc2n1 (stereo not given)	?	14	?	-27	nt	?	?	26	?	?	36
O=C(COc1ccc(C(=O)c2ccccc2)cc1)NCc1ccc(F)cc1	94	-8	101	22	3	95	99	19	100	97	12
CC(NC(=O)c1ccccc1Br)c1nnc(SCc2ccc([N+](=O)[O-])cc2)n1C (stereo not given)	98	-4	101	-26	nt	99	96	77	99	99	11
Cc1ccc(-n2cc(CN3CCN(Cc4nccn4C)CC3)c(-c3ccc(F)cc3)n2)cc1	97	15	100	-12	-5	99	99	16	96	96	10
Cn1c(=O)cc(SCC(=O)NCCCN2CCN(c3ccc(F)cc3)CC2)c2ccccc21	100	4	101	-6	nt	99	101	30	100	100	13
COCCCNc1nc2ccccc2nc1NS(=O)(=O)c1cccs1	92	-17	94	13	nt	93	92	25	94	94	24
NS(=O)(=O)c1ccc(CCNC(=O)CSc2ccc(Cl)cc2)cc1	99	-2	103	-12	-16	99	100	13	98	99	13
COc1cc(/C=C2\SC(=O)N(Cc3ccc(Cl)cc3)C2=O)cc([N+](=O)[O-])c1O	88	92*	88	90*	18	88	88	11	90	92	12
Cc1c(O)ccc(NC(=O)/C=C/c2ccccc2)c1C	94	1	98	-46	5	95	92	9	96	94	9
CCOc1cc(C2NC(=O)NC(C)=C2C(C)=O)cc(Cl)c1OCC(=O)O (stereo not given)	99	4	108	-11	nt	101	101	23	100	101	18
COc1cccc(CCNc2ccc(N3C(=O)CC(C)C3=O)cc2[N+](=O)[O-])c1 (stereo not given)	98	2	103	-3	-8	99	100	15	101	97	12
O=C(/C=C/c1ccccc1Cl)NCc1ccco1	100	-9	100	-26	-4	101	101	25	101	102	12
CC(/C=C/c1ccccc1)=N\NC(=O)c1ccc(Br)cc1	99	14	100	2	14	103	102	15	98	106	8
CCCCOC(=O)Nc1ccc(S(=O)(=O)Nc2cc(C)nc(C)n2)cc1	94	1	97	-4	nt	98	95	26	96	97	6
CC12CCC(C(=O)Nc3cccc(Cl)c3)(C(Br)C1=O)C2(C)C (stereo not given)	102	-3	100	-14	10	99	101	9	99	95	16
CC12CCC(c3c(CO)nn(-c4ccccc4)c31)C2(C)C (stereo not given)	100	2	104	-31	5	101	102	29	100	101	9
CCc1ccccc1NC(=O)CC(O)(C(=O)OC)C(F)(F)F (stereo not given)	97	14	102	2	nt	98	97	31	98	96	15
CCOC(=O)Nc1sc2c(c1C(=O)OCC)CCC2	94	-6	95	-26	-34	92	95	53	95	96	9
O=C(CSc1nnc(-c2ccc(F)cc2)o1)c1ccc2c(c1)OCCO2	90	nt	87	16	2	85	91	24	89	88	14
N#Cc1nc(Cc2ccccc2)oc1NCCN1CCOCC1	?	-2	?	-26	2	?	?	16	?	?	11
CCCN(CCC)CCNC(=O)C(NS(=O)(=O)c1ccc2c(c1)CCC(=O)N2)c1ccccc1 (stereo not given)	97	18	98	-30	nt	99	102	20	98	97	10
CCOC(=O)c1ccc(NC(=O)CSc2nnc(Cn3c(=O)sc4ccccc43)n2C)cc1	98	-7	101	6	nt	99	98	26	99	100	89*
O=C1NC(Cc2c[nH]c3ccccc23)C(=O)N1Cc1cccc2ccccc12 (stereo not given)	102	9	107	-24	nt	100	103	17	104	97	10
O=C(O)CCn1c(SCc2cc(=O)n3ccccc3n2)nc2ccsc2c1=O	96	-20	98	-2	nt	96	97	11	97	106	11
O=C(Nc1ccc(N2CCOCC2)cc1)c1cc2c(s1)CCCC2	95	8	96	-48	-8	95	98	25	94	95	13
COc1ccccc1NS(=O)(=O)c1cccc(C(=O)N/N=C/c2ccc(NC(C)=O)cc2)c1	91	13	86	-25	-24	91	91	17	85	90	10
COc1ccccc1-c1c(C)nn2c(N3CCN(Cc4ccccc4)CC3)cc(C)nc12	102	-4	107	-26	nt	101	104	19	99	98	8
COc1ccc(CNC(=O)CN(C2CCCCC2)S(C)(=O)=O)cc1	100	9	104	-13	-1	101	102	13	103	99	14
Cc1ccc(N2C(=O)c3ccccc3C2Nc2ccccc2)nc1 (stereo not given)	100	13	105	-8	nt	103	100	20	101	101	18
O=C(O)CCCC(=O)Nc1ccccc1Br	98	16	105	7	13	102	102	33	101	99	5
Cc1cccc(-n2c(CCc3ccccc3)nnc2SCC(=O)c2ccccc2)c1	97	13	105	4	-16	98	100	22	100	100	12
COCC(=O)N(C)C1(c2nnnn2CCOC(=O)Nc2ccc(Cl)cc2)CCCC1	99	2	104	-6	nt	99	99	53	99	97	8
COc1ccc(C2(CNC(=O)c3ccc(OC)c([N+](=O)[O-])c3)CCOCC2)cc1OC	101	-3	100	-20	15	98	101	7	99	95	14
Cc1c(C(=O)NCc2ccco2)cccc1[N+](=O)[O-]	100	-9	103	-6	nt	100	101	10	99	104	7

# Continued:
molecule	Rac1 act GTP bind	Mcl1 Noxa PPI	Rac1 wt modul	Mcl1-Bid inh	Pf gametocyte	Rab2A wt mod	Cdc42 wt	GSH bead fluor	HRas wt GTP bind	Rab7 wt modul	Avidin fluor
CCOC(=O)Nc1cccc(Cl)c1C	101	-8	109	7	nt	100	102	31	102	101	17
Cc1cccc(CN2CCN(c3nc4nonc4nc3NC3CC3)CC2=O)c1	98	1	101	-13	-3	99	103	9	100	106	2
CCn1c(SCC(=O)Nc2cc(OC)ccc2OC)nnc1C1CCCCC1	98	4	105	-27	nt	104	102	24	101	101	11
CC1CC(C)CN(c2nc3c(c(=O)n(C)c(=O)n3C)n2CCSc2ncccn2)C1 (stereo not given)	99	-3	109	-11	nt	105	106	26	105	105	6
O=C(/C=C/Nc1ccccc1)c1ccccc1	98	3	101	-99	nt	97	97	36	97	94	3
CCN(CC)c1ccc(C=Nc2cc(C)cc(C)c2)c(O)c1	95	26	101	3	-2	95	96	8	94	94	1
c1ccc2c(Nc3nc(N4CCOCC4)c4ccccc4n3)cccc2c1	97	27	104	27	-24	96	99	23	99	98	6
Cc1ccc(S(=O)(=O)Nc2ccc(C(OC(=O)c3ccccc3[N+](=O)[O-])(C(F)(F)F)C(F)(F)F)cc2)cc1	101	22	106	8	nt	101	100	6	100	101	13
Cn1c(=O)[nH]c(=O)c2c1nc(N1CCCC1)n2CCSc1nc2ccccc2[nH]1	98	10	103	-74	nt	101	102	20	101	101	15
CCOc1cc(NC(=O)C2CCCO2)c(OCC)cc1NC(=O)C1CC1 (stereo not given)	96	9	106	-36	-9	102	99	12	100	102	9
O=C(COc1ccccc1Br)c1ccc(O)cc1O	96	18	95	5	nt	97	99	11	98	97	21
Cc1ccc([N+](=O)[O-])cc1NC(=O)c1ccoc1C	99	8	104	-43	nt	97	99	6	101	97	2

# Bioassay records from PubChem.
